# TexasRed fluor: Texas Red fluorescence interference in TRb-SRC2 counter-screen; Potency, µM (top dose mostly 106 µM), for inactives: at the top dose fluorescence change, negative = quenching; 280,000 compounds, 0.29% hits; TRb/SRC2 Texas Red total fluorescence interference; active = well fitted curve in either direction with a large enough effect; inconclusive = small, poorly fitted or top-dose-only effect; also: potency is read from the fitted curve at half-maximal effect; % is scaled to controls: 0 for no effect and ±100 for the full control effect
#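 Human TRβ ligand-binding domain (0.6 uM) and Texas Red SRC2 peptide (20 nM) in Tris buffer with 1 uM T3 and 5% DMSO were incubated with pinned compound for 5 hr at ambient temperature. Total fluorescence was computed as S + 2P (555/632 nm).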
# NPSR antag: antagonists of human neuropeptide S receptor cAMP signaling | Potency, µM (top dose mostly 38.3 µM), inactives show at the top dose activity change, negative = inhibition, actives largely listed as inhibitors | Q6W5P4 | CHO-NPSR cells, cAMP TR-FRET, antagonist mode | 220,000 compounds, 1% hits; also: potency is read from the fitted curve at half-maximal effect; % is scaled to controls: 0 for no effect and ±100 for the full control effect; nearly all actives have a fitted effect of over 50% in size; many of its hits are not listed in these tables
# Target sequence (Q6W5P4 whole entry, looked up): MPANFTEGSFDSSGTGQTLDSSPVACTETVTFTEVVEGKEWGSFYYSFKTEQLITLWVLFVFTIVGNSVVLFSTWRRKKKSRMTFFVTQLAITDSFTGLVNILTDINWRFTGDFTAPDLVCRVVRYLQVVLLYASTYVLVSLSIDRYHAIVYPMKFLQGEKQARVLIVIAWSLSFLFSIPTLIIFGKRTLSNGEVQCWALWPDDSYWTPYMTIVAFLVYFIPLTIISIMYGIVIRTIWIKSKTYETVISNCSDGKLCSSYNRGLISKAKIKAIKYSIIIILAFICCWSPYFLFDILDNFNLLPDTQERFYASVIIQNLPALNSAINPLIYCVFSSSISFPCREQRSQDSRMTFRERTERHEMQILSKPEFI
# GLA spleen mod: inhibits or activates alpha-galactosidase in human spleen homogenate; P06280; human spleen homogenate, 4MU-alpha-Gal fluorescence, 40 min; Potency, µM (series often up to 80 µM), inactives show at the highest dose activity change, negative = inhibition, hits mostly inhibitors; 240,000 compounds, 0.008% hits;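 also: potency is read from the fitted curve at half-maximal effect; 0% = enzyme with vehicle and -100% = no enzyme basal signal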
# Target sequence (P06280 32-429 limits assumed): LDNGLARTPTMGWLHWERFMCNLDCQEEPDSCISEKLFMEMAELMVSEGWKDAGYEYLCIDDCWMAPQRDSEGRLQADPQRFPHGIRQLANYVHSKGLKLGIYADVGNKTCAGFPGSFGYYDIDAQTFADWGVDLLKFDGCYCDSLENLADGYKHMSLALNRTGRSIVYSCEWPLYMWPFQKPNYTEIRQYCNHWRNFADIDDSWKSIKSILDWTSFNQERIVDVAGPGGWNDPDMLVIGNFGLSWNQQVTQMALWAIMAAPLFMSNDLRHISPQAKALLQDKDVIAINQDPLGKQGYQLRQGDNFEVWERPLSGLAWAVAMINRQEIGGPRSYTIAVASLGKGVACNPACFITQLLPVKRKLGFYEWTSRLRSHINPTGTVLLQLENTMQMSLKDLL
#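 Human spleen homogenate (1 ug) was the enzyme source, with 4-methylumbelliferyl-alpha-D-galactopyranoside (1 mM final) in pH 5.0 citrate buffer with 0.01% Tween-20. Compounds were titrated; after 40 min at 37C, NaOH/glycine stop, 4-MU fluorescence read; AC50 from Hill fits.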
# CBFb RUNX1 block: CBF-beta/RUNX1 interaction disruption; Q01196+Q13951; AlphaScreen CBFb-His/RUNX1-biotin binding, biochemical; Potency, µM (highest dose often 59.8 µM), inactives show top-dose activity, negative = inhibition, usual class: inhibitors; 230,000 tested, under 10 active; also: % of control where 0% means no effect
#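 Inhibition was taken as any reduction in AlphaScreen signal from the CBF-beta–RUNX1 pair (His and biotin tags, 30 nM each), measured after compound (15 min) and bead (90 min) incubations at room temperature.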
# TRb-SRC2 inh: inhibitors of human thyroid hormone receptor beta-SRC2 interaction. P10828. TRbeta-SRC2 peptide binding, fluorescence polarization; receptor liganded with 1 µM T3. Potency, µM (doses to about 106 µM), without a hit: at the top dose activity change, negative = inhibition, hits mostly inhibitors. 280,000 compounds, 0.065% hits. AID 1469;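 also: potency is read from the fitted curve at half-maximal effect; plate controls were bound peptide for no effect and peptide without receptor for full effect; nearly all actives have a fitted effect of over 50% in size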
#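 Fluorescence polarization of 20 nM Texas Red SRC2 peptide (20-aa NR interaction domain) bound to 0.6 uM human TRb ligand-binding domain, with 1 uM T3, after 5 hr at ambient temperature; inhibition seen as decreased polarization.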
# Tau fluor cs: counter-screen for tau fibril formation inhibitors | 280,000 compounds, 0.93% hits | Potency, µM (top dose mostly 57.7 µM), without a hit: top-dose activity change, negative = decrease | tau K18 P301L (four-repeat tau fragment) Alexa594 fluorescence, heparin fibrillization; also: potency is read from the fitted curve at half-maximal effect; % is scaled to controls: 0 for no effect and ±100 for the full control effect; nearly all actives have a fitted effect of over 55% in size
#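 Human K18 P301L tau (15 uM unlabeled plus 0.24 uM Alexa 594-labeled, final) in 100 mM sodium acetate pH 7 was mixed with compound and 20 uM heparin and incubated 6 hr at 37 C.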
# Epigenetic derep: epigenetic control regulation, reporter derepression; murine LDR cells, GFP reporter derepression, 30 h; Potency, µM (series often up to 53.9 µM), for inactives: top-dose GFP activation, most hits filed as activators; 280,000 compounds, 0.2% hits; also: potency is read from the fitted curve at half-maximal effect; % of control where 0% means no effect; nearly all actives have a fitted effect of over 60% in size
#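 Murine LDR cells bearing a silenced CMV-driven GFP reporter were exposed to compound for 30 h at 37 C. After PBS washes, GFP-positive cells (20-120 um objects) counted by laser-scanning microplate cytometry.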
# Tau FP inhib: blocks human tau fibril formation measured by polarization; P10636; K18 P301L tau heparin fibrillization, Alexa594 FP, 6 h; Potency, µM (top dose mostly 57.7 µM), for inactives: at the highest dose activity, negative = inhibition, hits mostly inhibitors; 280,000 compounds, 0.39% hits; AID 1468; also: potency is read from the fitted curve at half-maximal effect; % is scaled to controls: 0 for no effect and ±100 for the full control effect; nearly all actives have a fitted effect of over 55% in size
# Target sequence (P10636 561-689 P618L limits assumed): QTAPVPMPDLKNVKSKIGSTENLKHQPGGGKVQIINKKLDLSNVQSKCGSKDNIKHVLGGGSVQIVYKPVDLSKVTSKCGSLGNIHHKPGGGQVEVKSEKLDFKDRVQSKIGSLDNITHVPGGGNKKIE
#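 Steps: dispense K18 P301L tau (15 uM plus 0.24 uM Alexa 594 tracer, final) in pH 7 sodium acetate; add compound; add heparin (20 uM final); incubate 6 hr, 37 C; add ThT (30 uM final); after 1 hr ambient, read FP.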
# * marks the source's active call; other numbers are inactive results; ? = inconclusive; · = not tested or not shown; [ ] = another dose, or the depositor's remark. Unless noted, calls follow the shape of the dose curve; as a rule, active = well fitted curve in the direction sought with a large enough effect; inconclusive = small, poorly fitted or top-dose-only effect, or another doubt; inactive = no such curve, though single readings can be large; an effect the other way counts as inactive or inconclusive. An excerpt; rates above refer to the full screens.
# Start of the listing, in advance, 3 compounds:
compound | TexasRed fluor | NPSR antag | GLA spleen mod | CBFb RUNX1 block | TRb-SRC2 inh | Tau fluor cs | Epigenetic derep | Tau FP inhib
COc1ccc(-c2[nH]c(-c3ccccc3)nc2SCC(=O)Nc2nccs2)cc1 | -2% | 13% | 11% | 20%[2.36 µM] | -6% | -4% | 4.2% | 2%
CCCOc1ccc(-c2nc(N3CCC(C)CC3)c3ccccc3n2)cc1 | -7% | · | · | · | -11% | ? | -0.8% | -6%
CCOC(=O)C1CCCN(C(=O)c2ccc(NC(=O)c3nsc4ccccc34)cc2)C1 (stereo not given) | 1% | · | · | · | -10% | -10% | -0.3% | 5%

# Results, from the first entry:
compound | TexasRed fluor | NPSR antag | GLA spleen mod | CBFb RUNX1 block | TRb-SRC2 inh | Tau fluor cs | Epigenetic derep | Tau FP inhib
COc1ccc(-c2[nH]c(-c3ccccc3)nc2SCC(=O)Nc2nccs2)cc1 | -2% | 13% | 11% | 20%[2.36 µM] | -6% | -4% | 4.2% | 2%
CCCOc1ccc(-c2nc(N3CCC(C)CC3)c3ccccc3n2)cc1 | -7% | · | · | · | -11% | ? | -0.8% | -6%
CCOC(=O)C1CCCN(C(=O)c2ccc(NC(=O)c3nsc4ccccc34)cc2)C1 (stereo not given) | 1% | · | · | · | -10% | -10% | -0.3% | 5%
O=C(Nc1ccc(S(=O)(=O)N2CCCCC2)cc1)C1CCCN(C(=O)c2ccc(Cl)cc2)C1 (stereo not given) | -2% | -12% | 3% | 0% | 6% | 4% | -1.8% | 0%
COc1ccc(CNC(=O)c2cc3c(=O)n(Cc4ccc(OC)cc4)ccc3nc2C)cc1 | -4% | · | · | · | 5% | -7% | 2.5% | 6%
Cc1[nH]nc2c1C(c1cccc(O)c1)C1=C(CC(C)(C)CC1=O)N2 (stereo not given) | 6% | -7%[46.1 µM] | -1% | 7% | -1% | 3% | 0.8% | 4%
O=c1c(-n2cncn2)c[nH]n1-c1cccc(Cl)n1 | 0% | 12% | 4% | -16% | 0% | -1% | 1.7% | -5%
Cc1cc([N+](=O)[O-])nn1Cn1nc([N+](=O)[O-])cc1C | -2% | 0% | 0% | -7% | -1% | -5% | 0.2% | -13%
Cc1nn(-c2ccccn2)c(C)c1Oc1ccccc1O | 1% | -22%[46.1 µM] | 0% | 2% | 6% | -4% | -2.9% | -3%
O=C(O)c1[nH]c2ccccc2c1NS(=O)(=O)Cc1ccccc1 | -1% | 2%[46.1 µM] | 4% | -6% | -3% | -11% | -1.0% | 9%
COc1ccc(CCNC(=O)CCc2ccc(S(=O)(=O)NCC(C)C)cc2)cc1OC | -5% | -4% | -3% | 7% | -5% | -6% | 1.3% | -3%
CC(=O)OCC(NC(=O)C(COCc1ccccc1)NC(=O)OC(C)(C)C)C1OC(n2cc(F)c(=O)[nH]c2=O)C(OC(C)=O)C1OC(C)=O (stereo not given) | -2% | · | -2% | 5% | -1% | · | · | ·
COc1ccc(C(=O)NCc2n[nH]c(=S)n2-c2ccccc2)cc1OC | -1% | 5%[46.1 µM] | 0% | 5% | 1% | -5% | -0.1% | ?
COc1ccc(NC(=O)Cn2c(=O)cc(C)c3c(C)nn(C)c32)cc1 | -2% | · | · | · | 9% | 1% | 0.0% | -4%
O=C(Nc1ccc(N2CCOCC2)cc1)c1cc2c(s1)CCCC2 | -1% | -8% | 7% | -17% | 2% | -23% | -2.3% | 6%
Fc1ccc(CSc2nc3ncc(Br)cc3[nH]2)cc1 | 1% | ? | -11% | 7% | -5% | -15% | -4.4% | -8%
CC(C)CC(=O)NC(=S)NNC(=O)c1ccc([N+](=O)[O-])cc1 | 0% | 10% | 14% | 8% | 8% | 11% | 0.0% | 1%
CC(=O)Nc1ccc(-c2cc(NC(C)=O)n(-c3ccccc3)n2)cc1 | -2% | -4%[46.1 µM] | -2% | 0% | -20% | 6% | -6.0% | 2%
Cc1ccn2cc(CNS(=O)(=O)c3cccs3)nc2c1 | -1% | 11% | 1% | 2% | -1% | -1% | -1.3% | -6%
CC(=O)c1cccc(N(CC(=O)Nc2cc(C)cc(C)c2)S(C)(=O)=O)c1 | 1% | -22% | -2% | 15% | 1% | -18% | -1.1% | -1%
Cc1ccc(NS(=O)(=O)c2ccc(Br)s2)nc1 | 0% | 19% | -9% | 20% | 7% | -15% | -0.3% | ?
O=C(O)/C=C/C(=O)NCc1ccccc1 | -1% | 8% | -3% | 0% | 0% | -6% | 0.2% | -1%
O=C(CSc1nnnn1C1CCCCC1)NCCc1ccccc1 | 1% | -5%[46.1 µM] | -4% | 14% | -6% | -4% | -1.5% | 2%
CCN(Cc1ccccc1)C(=O)CS(=O)(=O)c1ccccc1 | -2% | 3% | 7% | -2% | 6% | 6% | -1.9% | -1%
CC1(C)CC(=O)N(CC(=O)NC2CCCC2)c2ccccc2S1(=O)=O | -1% | -3%[46.1 µM] | -1% | 0% | -6% | -9% | -4.1% | -10%

# Looked up by structure from above, 2 records:
compound | TexasRed fluor | NPSR antag | GLA spleen mod | CBFb RUNX1 block | TRb-SRC2 inh | Tau fluor cs | Epigenetic derep | Tau FP inhib
COc1ccc(CCNC(=O)CCc2ccc(S(=O)(=O)NCC(C)C)cc2)cc1OC | -5% | -4% | -3% | 7% | -5% | -6% | 1.3% | -3%
O=C(O)/C=C/C(=O)NCc1ccccc1 | -1% | 8% | -3% | 0% | 0% | -6% | 0.2% | -1%

# Further structures follow:
# Abbreviations: A = TexasRed fluor; B = NPSR antag; C = GLA spleen mod; D = CBFb RUNX1 block; E = TRb-SRC2 inh; F = Tau fluor cs; G = Epigenetic derep; H = Tau FP inhib
Cc1nnc(SCc2nnc(-c3ccccc3Br)o2)n1-c1ccccc1
  A: 2%	B: -17%[46.1 µM]	C: 5%	D: -5%	E: 6%	F: -10%	G: 2.5%	H: 1%
COc1ccc(CNCCC(c2ccc(C)cc2)c2ccco2)cc1 (stereo not given)
  A: 3%	B: ·	C: ·	D: ·	E: 12%	F: -4%	G: 8.2%	H: 10%
Cc1ccsc1/C=N/NC(=O)C1CC(=O)N(c2ccccc2)C1 (stereo not given)
  A: 1%	B: -15%	C: -4%	D: 3%	E: 4%	F: -12%	G: -3.2%	H: 4%
Cc1cc(C)n2nc(CNS(=O)(=O)c3ccc(Cl)cc3)nc2n1
  A: -2%	B: ·	C: ·	D: ·	E: 0%	F: -2%	G: -1.3%	H: -6%
CC1CCC2=NN(C(=O)c3ccco3)C(O)(C(F)(F)F)C2C1 (stereo not given)
  A: -1%	B: -12%	C: -16%	D: -1%	E: -3%	F: 5%	G: -6.3%	H: 6%

# Another view of some results above:
# Screens in order: TexasRed fluor | NPSR antag | GLA spleen mod | CBFb RUNX1 block | TRb-SRC2 inh | Tau fluor cs | Epigenetic derep | Tau FP inhib
O=C(Nc1ccc(S(=O)(=O)N2CCCCC2)cc1)C1CCCN(C(=O)c2ccc(Cl)cc2)C1 (stereo not given)
  -2% | -12% | 3% | 0% | 6% | 4% | -1.8% | 0%
COc1ccc(CNC(=O)c2cc3c(=O)n(Cc4ccc(OC)cc4)ccc3nc2C)cc1
  -4% | · | · | · | 5% | -7% | 2.5% | 6%

# Individual results from the results shown.
# Result of Cc1nnc(SCc2nnc(-c3ccccc3Br)o2)n1-c1ccccc1 in NPSR antag: -17%[46.1 µM]
# Result of CC1CCC2=NN(C(=O)c3ccco3)C(O)(C(F)(F)F)C2C1 (stereo not given) in Tau fluor cs: 5%
# Result of Cc1ccsc1/C=N/NC(=O)C1CC(=O)N(c2ccccc2)C1 (stereo not given) in NPSR antag: -15%

# Screening results (PubChem)
